Bioassay records from PubChem.
Dyrk1A ADPGlo: Dyrk1A (rat) kinase inhibition | ADP-Glo luminescence, NFATc1 peptide | inhibition, % at 12.5 µM | hit rate 0.43% among 310,000 | AID 504441; in the data active means inhibition above about 50%;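 further: plate controls were vehicle with enzyme for no effect and no enzyme for full effect; many of its hits are not listed in these tables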
KCNK9 inh: blocks the human KCNK9 two-pore domain potassium channel; HEK293 KCNK9, FluxOR thallium flux fluorescence; stronger effect = lower value; B-score at 10 µM; AID 488922; hit rate 1.2% among 310,000;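 active means ratio B-score over 3 SD below the library mean, with starting fluorescence within 5 SD of its mean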;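 further: negative B-score means less thallium flux so channel inhibition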
Target sequence (Q9NPC2 whole entry, looked up, the tested form may be a part): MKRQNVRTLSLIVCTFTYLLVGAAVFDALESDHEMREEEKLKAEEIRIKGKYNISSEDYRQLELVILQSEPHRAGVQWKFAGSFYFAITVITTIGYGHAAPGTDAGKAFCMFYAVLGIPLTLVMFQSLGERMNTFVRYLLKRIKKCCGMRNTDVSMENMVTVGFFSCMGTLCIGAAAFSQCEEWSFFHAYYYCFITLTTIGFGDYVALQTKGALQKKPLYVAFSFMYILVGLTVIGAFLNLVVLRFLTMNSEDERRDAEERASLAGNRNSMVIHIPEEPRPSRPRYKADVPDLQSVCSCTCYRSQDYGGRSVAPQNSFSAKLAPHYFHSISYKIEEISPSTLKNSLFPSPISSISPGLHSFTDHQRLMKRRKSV
TMEM16A act: mouse TMEM16A channel activation, primary screen; Q8BHY3; HEK293 TMEM16A/YFP-H148Q/I152L, iodide quench fluorescence; stronger effect = lower value; B-score at 10 µM; hit rate 0.3% among 340,000; AID 623877;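 active means fluorescence-ratio B-score plate-corrected deviation score at least 3 library SD below zero, with starting fluorescence score within 5 deviations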;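 further: channel opened by trigger with iodide after compound preincubation; score built on the fluorescence ratio of max minus min over baseline; more negative score means more quench and so TMEM16A activation or potentiation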
TMEM16A inh: inhibitors of mouse TMEM16A calcium-activated chloride channel; Q8BHY3; HEK293 TMEM16A/YFP iodide influx fluorescence, ionomycin; normalized B-score (activity score, 25-100; higher = stronger inhibition) at 10 µM; hit rate 1.2% among 310,000;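 active means ratio plate-corrected score three or more library SD toward inhibition, starting fluorescence score within five deviations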;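 further: score derived from kinetic fluorescence span divided by baseline fluorescence per well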
TRPC4 act: TRPC4 (mouse) channel activation; Q9QUQ5; HEK293 TRPC4beta/mu-opioid, Fluo4 calcium fluorescence; stronger effect = higher value; B-score at 10 µM; hit rate 0.49% among 310,000;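 active means B-score above 5 SD of library B-scores, and initial fluorescence ratio not above library mean plus 5 SD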;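 further: positive B-score marks a calcium rise read as TRPC4 activation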
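Assay system: HEK293 stable line with TRPC4beta plus mu-opioid receptor. Times: dye 45 min RT, read 110 s. Measured by: kinetic Fluo4 calcium fluorescence. Measure: B score of integrated ratio. Controls: assay buffer as low control, maximal DAMGO as high control.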
hERG protect: shields human hERG channel from block by proarrhythmic agents. Q12809. CHO-hERG, FluxOR thallium flux, dofetilide IC70 present. activation (rescue from dofetilide block), less the hit threshold, % at 10 µM. hit rate 0.51% among 310,000;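 active means activation above the mean of controls blocked by dofetilide plus 5 SD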;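 further: thallium influx through hERG after potassium depolarization seen as dye fluorescence rise; in these data hits start at about 4.7%; inactives centre near -7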
KCNQ1 block: inhibitors of human KCNQ1 potassium channel | CHO-K1 KCNQ1, FluxOR thallium flux fluorescence; stronger effect = higher value | P51787 | hit rate 1.3% among 310,000 | B-score at 10 µM;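 active means compounds whose thallium flux B-score, printed positive for inhibition, exceeds three library SD while starting fluorescence stays within three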;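 further: channel opened by potassium depolarization with thallium stimulus after 20 min compound exposure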
Target sequence (P51787 whole entry, looked up): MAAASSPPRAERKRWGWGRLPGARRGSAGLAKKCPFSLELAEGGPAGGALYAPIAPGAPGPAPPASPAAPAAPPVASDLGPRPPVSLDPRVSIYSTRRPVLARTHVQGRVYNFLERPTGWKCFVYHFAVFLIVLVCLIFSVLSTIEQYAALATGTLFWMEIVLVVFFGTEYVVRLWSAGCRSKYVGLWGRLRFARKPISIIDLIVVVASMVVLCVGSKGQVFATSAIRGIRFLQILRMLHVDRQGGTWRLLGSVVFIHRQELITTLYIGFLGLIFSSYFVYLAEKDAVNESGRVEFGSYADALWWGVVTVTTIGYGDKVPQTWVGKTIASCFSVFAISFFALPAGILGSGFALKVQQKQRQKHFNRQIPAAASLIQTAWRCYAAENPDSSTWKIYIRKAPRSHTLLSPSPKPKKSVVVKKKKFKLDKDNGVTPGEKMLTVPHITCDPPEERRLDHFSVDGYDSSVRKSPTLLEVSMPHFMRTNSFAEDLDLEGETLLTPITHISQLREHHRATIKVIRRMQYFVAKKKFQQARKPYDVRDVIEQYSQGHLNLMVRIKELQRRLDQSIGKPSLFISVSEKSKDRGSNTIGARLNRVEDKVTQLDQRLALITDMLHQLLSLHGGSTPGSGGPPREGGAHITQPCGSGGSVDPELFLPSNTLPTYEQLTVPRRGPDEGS
TRPC4 PAM: allosteric potentiators of mouse TRPC4 channel | B-score at 10 µM | Q9QUQ5 | HEK293 TRPC4beta/mu-opioid, DAMGO EC20, Fluo-4 Ca2+ flux; stronger effect = higher value | hit rate 0.42% among 310,000 | AID 2227;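 active means B-score of calcium response area above 5 SD of library B-scores, with initial fluorescence ratio within 5 SD of library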;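 further: B-score of integrated fluorescence ratio over time as area under calcium response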
KCNK3 block: human KCNK3 channel inhibition, primary screen; AID 602410; O14649; B-score at 10 µM; CHO-KCNK3 thallium flux, FluxOR fluorescence; stronger effect = lower value; hit rate 0.84% among 340,000;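 active means B-score under library mean minus 4 SD, starting fluorescence ratio at most library mean plus 5 SD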;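 further: more negative B-score means stronger inhibition of thallium flux through KCNK3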
HDAC3 inhib: human HDAC3 inhibition; O15379; recombinant HDAC3, fluorogenic peptide/trypsin coupled, fluorescence; inhibition, % at 8.3 µM; hit rate 0.15% among 320,000; in the data active means inhibition above about 26%, passing the limit was not always enough
KCNQ1 pot: human KCNQ1 channel potentiation or activation | P51787 | B-score at 10 µM | hit rate 0.35% among 310,000 | CHO-K1 KCNQ1, thallium flux FluxOR fluorescence; stronger effect = higher value | AID 2648;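 active means fluorescence ratio B-score, a plate-corrected score, at least three library SD, with initial intensity B-score within 5 SD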
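Test system: CHO-K1 cells stably expressing KCNQ1 / Medium: assay buffer / Also added: depolarizing K+/Tl+ stimulus, K2SO4 and Tl2SO4 each 12.5 mM in 5x stock / Incubation: 90 min dye loading and 20 min compound exposure, both at room temperature / Signal: thallium influx via FluxOR fluorescence, kinetic imaging / Evaluation: B score of baseline-normalized fluorescence ratio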
Active calls of the source: *. These rows are one share of the data; the hit share may differ from the screen's.

`Cc1cc(NC(=O)CC23CC4CC(C2)CC(CC(=O)Nc2cc(C)on2)(C4)C3)no1` gave Dyrk1A ADPGlo -4, KCNK9 inh inactive, TMEM16A act inactive, TMEM16A inh inactive, TRPC4 act inactive, hERG protect -8, KCNQ1 block inactive, TRPC4 PAM inactive, KCNK3 block inactive, HDAC3 inhib 6 and KCNQ1 pot inactive.
COCCNC(=O)CN(Cc1ccc(F)cc1)C(=O)CCC(=O)Nc1nccs1 was read as Dyrk1A ADPGlo 2, KCNK9 inh inactive, TMEM16A act inactive, TMEM16A inh inactive, TRPC4 act inactive, hERG protect -2, KCNQ1 block inactive, TRPC4 PAM inactive, KCNK3 block inactive, HDAC3 inhib -5 and KCNQ1 pot inactive.
Screening CCCN1C2CCCC1CC(NC(=O)c1ccc(F)cc1)C2 (centres undefined) returned Dyrk1A ADPGlo 1, KCNK9 inh inactive, TMEM16A act inactive, TMEM16A inh inactive, TRPC4 act inactive, hERG protect -13, KCNQ1 block inactive, TRPC4 PAM inactive, KCNK3 block inactive, HDAC3 inhib -5 and KCNQ1 pot inactive.
Cc1cc(C(=O)Nc2c(C)nn(Cc3ccccc3Cl)c2C)no1 was read as Dyrk1A ADPGlo -2, KCNK9 inh inactive, TMEM16A act inactive, TMEM16A inh inactive, TRPC4 act inactive, hERG protect -8, KCNQ1 block inactive, TRPC4 PAM inactive, KCNK3 block inactive, HDAC3 inhib 4 and KCNQ1 pot inactive.
For Cc1ccc2[nH]c(O)c(N=NC(=O)CCc3ccccc3)c2c1Br the results were Dyrk1A ADPGlo -7, KCNK9 inh inactive, TMEM16A act inactive, TMEM16A inh inactive, TRPC4 act inactive, hERG protect -6, KCNQ1 block inactive, TRPC4 PAM inactive, KCNK3 block inactive, HDAC3 inhib 2 and KCNQ1 pot inactive.
`CC(=O)N(CCCCl)C(C#N)c1ccccc1` (centres undefined) gave Dyrk1A ADPGlo 2, KCNK9 inh inactive, TMEM16A act inactive, TMEM16A inh inactive, TRPC4 act inactive, hERG protect -5, KCNQ1 block inactive, TRPC4 PAM inactive, KCNK3 block inactive, HDAC3 inhib 1 and KCNQ1 pot inactive.
`COc1ccc(Cl)cc1C(=O)Nc1nnn(C)n1` gave Dyrk1A ADPGlo -1, KCNK9 inh inactive, TMEM16A act inactive, TMEM16A inh inactive, TRPC4 act inactive, hERG protect -8, KCNQ1 block inactive, TRPC4 PAM inactive, KCNK3 block inactive, HDAC3 inhib 4 and KCNQ1 pot inactive.
Screening CCc1c(C)nc(N2CCN(c3ccc(Cl)cc3)CC2)[nH]c1=O returned Dyrk1A ADPGlo 0, KCNK9 inh inactive, TMEM16A act inactive, TMEM16A inh inactive, TRPC4 act inactive, hERG protect 0, KCNQ1 block inactive, TRPC4 PAM inactive, KCNK3 block inactive, HDAC3 inhib 1 and KCNQ1 pot inactive.
Screening Cn1nnc2cc(C(=O)Nc3ccccc3)ccc21 returned Dyrk1A ADPGlo -1, KCNK9 inh inactive, TMEM16A act inactive, TMEM16A inh inactive, TRPC4 act inactive, hERG protect -12, KCNQ1 block inactive, TRPC4 PAM inactive, KCNK3 block inactive, HDAC3 inhib -2 and KCNQ1 pot inactive.
CC(NC(=O)c1ccc(Cl)cc1)C(=O)N1CCCCC1 (centres undefined) was read as Dyrk1A ADPGlo 4, KCNK9 inh inactive, TMEM16A act inactive, TMEM16A inh inactive, TRPC4 act inactive, hERG protect -7, KCNQ1 block inactive, TRPC4 PAM inactive, KCNK3 block inactive, HDAC3 inhib 3 and KCNQ1 pot inactive.
Screening CCOC(=O)c1c(C)n(-c2ccc(C)cc2)c2c(C(C(C)=O)C(=O)O)c(Br)c(O)c(O)c12 (centres undefined) returned Dyrk1A ADPGlo 4, KCNK9 inh inactive, TMEM16A act inactive, TMEM16A inh inactive, TRPC4 act inactive, hERG protect -10, KCNQ1 block inactive, TRPC4 PAM inactive, KCNK3 block inactive, HDAC3 inhib 2 and KCNQ1 pot inactive.
`COc1cc(/C=N/n2nnnc2N)ccc1OC(C)=O` gave Dyrk1A ADPGlo -3, KCNK9 inh inactive, TMEM16A act inactive, TMEM16A inh inactive, TRPC4 act inactive, hERG protect -1, KCNQ1 block inactive, TRPC4 PAM inactive, KCNK3 block inactive, HDAC3 inhib -3 and KCNQ1 pot inactive.
Screening COc1ccc(-c2cc(C(F)(F)F)n3ncc(C(=O)Nc4c(C)n(C)n(-c5ccccc5)c4=O)c3n2)cc1 returned KCNK9 inh inactive, TMEM16A inh inactive, TRPC4 act inactive, hERG protect -9, KCNQ1 block inactive, TRPC4 PAM inactive, HDAC3 inhib -1 and KCNQ1 pot inactive.
For COc1ccc(C(=O)/C=C/Nc2ccc(S(=O)(=O)Nc3nc(C)cc(C)n3)cc2)cc1OC the results were Dyrk1A ADPGlo -3, KCNK9 inh inactive, TMEM16A act inactive, TMEM16A inh inactive, TRPC4 act inactive, hERG protect -9, KCNQ1 block inactive, TRPC4 PAM inactive, KCNK3 block inactive, HDAC3 inhib 1 and KCNQ1 pot inactive.
For Cc1cc(F)ccc1NC(=O)Nc1ccc2c(c1)OCO2 the results were Dyrk1A ADPGlo -4, KCNK9 inh inactive, TMEM16A act inactive, TMEM16A inh inactive, TRPC4 act inactive, hERG protect -4, KCNQ1 block inactive, TRPC4 PAM inactive, KCNK3 block inactive, HDAC3 inhib -1 and KCNQ1 pot inactive.
Cc1cccc(C)c1NC(=O)c1nc(S(=O)(=O)Cc2ccccc2)ncc1Cl was read as Dyrk1A ADPGlo -2, KCNK9 inh inactive, TMEM16A act inactive, TMEM16A inh inactive, TRPC4 act inactive, hERG protect -11, KCNQ1 block inactive, TRPC4 PAM inactive, KCNK3 block inactive and KCNQ1 pot inactive.
For NNC(=O)C1SCCN1S(=O)(=O)c1ccc(Cl)cc1 (centres undefined) the results were Dyrk1A ADPGlo -3, KCNK9 inh inactive, TMEM16A act inactive, TMEM16A inh inactive, TRPC4 act inactive, hERG protect -8, KCNQ1 block inactive, TRPC4 PAM inactive, KCNK3 block inactive, HDAC3 inhib 7 and KCNQ1 pot inactive.
For Cc1cc(NC(=O)CCC(=O)N(CC(=O)NC2CCCC2)c2cccc(C)c2C)no1 the results were Dyrk1A ADPGlo 0, KCNK9 inh inactive, TMEM16A act inactive, TMEM16A inh inactive, TRPC4 act inactive, hERG protect -6, KCNQ1 block inactive, TRPC4 PAM inactive, KCNK3 block inactive, HDAC3 inhib -3 and KCNQ1 pot inactive.
Screening CC1CN(S(=O)(=O)c2cccc(C(=O)Nc3ccc(S(=O)(=O)Nc4ncccn4)cc3)c2)CC(C)O1 (centres undefined) returned Dyrk1A ADPGlo 1, KCNK9 inh inactive, TMEM16A act inactive, TRPC4 act inactive, hERG protect -10, KCNQ1 block inactive, TRPC4 PAM inactive, KCNK3 block inactive and KCNQ1 pot inactive.
For O=S(=O)(N1CCCCC1)N1CCCN(S(=O)(=O)N2CCCCC2)CC1 the results were Dyrk1A ADPGlo -2, KCNK9 inh inactive, TMEM16A act inactive, TMEM16A inh inactive, TRPC4 act inactive, hERG protect -4, KCNQ1 block inactive, TRPC4 PAM inactive, KCNK3 block inactive, HDAC3 inhib -8 and KCNQ1 pot inactive.
For COc1cccc(C(=O)Cn2c(=O)n(CC3CCCO3)c(=O)c3ccccc32)c1 (centres undefined) the results were Dyrk1A ADPGlo -2, KCNK9 inh inactive, TMEM16A act inactive, TMEM16A inh inactive, TRPC4 act inactive, hERG protect -9, KCNQ1 block inactive, TRPC4 PAM inactive, KCNK3 block inactive, HDAC3 inhib 2 and KCNQ1 pot inactive.
For CCN1C(=O)S/C(=C/c2ccc(Oc3ccc([N+](=O)[O-])cn3)c(OC)c2)C1=O the results were Dyrk1A ADPGlo -46, KCNK9 inh inactive, TMEM16A act inactive, TMEM16A inh inactive, TRPC4 act inactive, hERG protect -13, KCNQ1 block inactive, TRPC4 PAM inactive, KCNK3 block inactive, HDAC3 inhib 8 and KCNQ1 pot inactive.
Screening COc1ccc(S(=O)(=O)N(CCCN2CCOCC2)Cc2cccc3ccccc23)cc1 returned Dyrk1A ADPGlo 12, KCNK9 inh inactive, TMEM16A act inactive, TMEM16A inh inactive, TRPC4 act inactive, hERG protect -6, KCNQ1 block inactive, TRPC4 PAM inactive, KCNK3 block inactive, HDAC3 inhib -9 and KCNQ1 pot inactive.
Screening O=C(c1cc(-c2ccccc2O)on1)N1CCc2ccccc2C1 returned Dyrk1A ADPGlo 3, KCNK9 inh inactive, TMEM16A act inactive, TMEM16A inh inactive, TRPC4 act inactive, hERG protect -6, KCNQ1 block inactive, TRPC4 PAM inactive, KCNK3 block inactive, HDAC3 inhib 6 and KCNQ1 pot inactive.
Cc1ccc(NS(=O)(=O)c2cccc(C(=O)NCC(c3ccc(F)cc3)N3CCOCC3)c2)cc1 (centres undefined) was read as Dyrk1A ADPGlo 6, KCNK9 inh inactive, TMEM16A act inactive, TMEM16A inh inactive, TRPC4 act inactive, hERG protect -14, KCNQ1 block inactive, TRPC4 PAM inactive, KCNK3 block inactive and KCNQ1 pot inactive.
`CCCOC(=O)c1cc(NC(=O)/C=C/c2ccccc2)ccc1O` gave KCNK9 inh -9.4*, TMEM16A inh inactive, TRPC4 act inactive, hERG protect -19, KCNQ1 block inactive, TRPC4 PAM inactive, HDAC3 inhib 3 and KCNQ1 pot inactive.
CCOc1ccc(CCNC(=O)CS(=O)Cc2nc(-c3ccccc3Cl)oc2C)cc1OCC (centres undefined) was read as Dyrk1A ADPGlo -6, KCNK9 inh inactive, TMEM16A act inactive, TMEM16A inh inactive, TRPC4 act inactive, hERG protect -11, KCNQ1 block inactive, TRPC4 PAM inactive, KCNK3 block inactive, HDAC3 inhib -7 and KCNQ1 pot inactive.
CC(NC(=O)c1ccc(Cl)c(Cl)c1)c1ccc(-c2ccccc2)cc1 (centres undefined) was read as Dyrk1A ADPGlo 2, KCNK9 inh inactive, TMEM16A act inactive, TMEM16A inh inactive, TRPC4 act inactive, hERG protect -11, KCNQ1 block inactive, TRPC4 PAM inactive, KCNK3 block inactive, HDAC3 inhib -2 and KCNQ1 pot inactive.
